TIM10 inh: inhibits growth of TIM10 yeast strain. S. cerevisiae TIM10 strain growth, BacTiter-Glo luminescence, 24 h. inhibition, % at 10 µM. 330,000 compounds, 1.4% hits. AID 463195;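 active = inhibition of 40% or more at the single tested concentration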;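 also: wild-type TIM10 isogenic control strain grown at permissive 25 °C; 0% = DMSO yeast wells and 100% = minimal medium wells without yeast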
mIAP act: increases mouse intestinal alkaline phosphatase activity; muIAP, CDP-Star luminescence, 30 min; stronger effect = higher value; 1 = vehicle-only enzyme signal, 0 = enzyme-free wells; activation factor at 10 µM; 330,000 compounds, 0.24% hits; AID 2805;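 active = activation factor of at least 2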; also: the source names both 10 and 20 µM as test concentration; values of inactives mirror those of a sister screen read the other way
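also added = chemiluminescent substrate CDP-Star | test system = mouse IAP enzyme | signal = chemiluminescence readout | compound = DMSO-dissolved test compounds | incubation = 30 min at room temperature | benchmarks = DMSO wells, no-enzyme wells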
ATG4B inhibitor: blocks human ATG4B protease cleavage of LC3 substrate | Q9Y4P1 | ATG4B cleavage of LC3-PLA2, NBD-HPC fluorescence, 1 h | inhibition, % at 8.33 µM | 340,000 compounds, 0.51% hits; in the data active = inhibition above about 40%
Target sequence (Q9Y4P1 whole entry, looked up): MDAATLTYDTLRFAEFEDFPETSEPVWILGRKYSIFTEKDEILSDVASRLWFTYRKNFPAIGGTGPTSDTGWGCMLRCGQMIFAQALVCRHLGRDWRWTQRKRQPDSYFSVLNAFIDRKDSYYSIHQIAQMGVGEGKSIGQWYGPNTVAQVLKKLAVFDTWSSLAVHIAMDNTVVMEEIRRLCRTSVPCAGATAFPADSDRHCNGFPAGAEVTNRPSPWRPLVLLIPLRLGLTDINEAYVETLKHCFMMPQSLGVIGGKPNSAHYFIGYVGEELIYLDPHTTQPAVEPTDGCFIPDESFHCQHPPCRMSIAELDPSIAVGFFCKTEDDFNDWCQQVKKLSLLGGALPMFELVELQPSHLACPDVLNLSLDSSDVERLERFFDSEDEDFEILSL
tim10-1 inh: growth inhibitors of tim10-1 mutant yeast; 330,000 compounds, 2.2% hits; inhibition, % at 20 µM; AID 463190; S. cerevisiae tim10-1 ts strain growth, BacTiter-Glo, 24 h;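 active = inhibition of at least 40%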;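 also: mutant grown at 25 °C; 0% = DMSO wells with yeast and 100% = wells holding no yeast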
Apaf1 inhib: human Apaf-1 inhibition | 330,000 compounds, 0.71% hits | inhibition, % at 20 µM | reconstituted apoptosome caspase-3 activity, DEVD-Rh110 fluorescence | O14727; active = inhibition of at least 40% at 20 µM;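 also: plate controls were DMSO wells for no effect and DEVD-CHO caspase inhibitor wells for full effect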
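Medium: Hepes buffer, pH 7.5 / System: biochemical Apaf-1 apoptosome reconstitution / Measured by: Rh110 fluorescence, excitation 480 nm, emission 540 nm / Times: compound with Apaf-1, dATP, procaspase-3 30 min, then 50 min reaction, room temperature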
NALP3 yeast inh: inhibitors of NALP3 inflammasome in yeast; Yeast reconstituted NLRP3/ASC/caspase-1, beta-gal luminescence, 24 h; 330,000 compounds, 0.39% hits; inhibition, % at 10 µM;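 active = inhibition of 50% or more; inactive = inhibition below 50%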;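 also: plate controls were induced DMSO wells for no effect and uninduced yeast grown without galactose for full effect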
hIAP act: human IAP activation. 330,000 compounds, 0.16% hits. P09923. purified human IAP, CDP-Star luminescence, 30 min; stronger effect = higher value; 1 = vehicle-only enzyme, 0 = enzyme-free background. activation factor at 10 µM;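 active = activation factor of the enzyme at least 2-fold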; also: the source names both 10 and 20 µM as test concentration; values of inactives mirror those of a sister screen read the other way
Target sequence (P09923 whole entry, looked up): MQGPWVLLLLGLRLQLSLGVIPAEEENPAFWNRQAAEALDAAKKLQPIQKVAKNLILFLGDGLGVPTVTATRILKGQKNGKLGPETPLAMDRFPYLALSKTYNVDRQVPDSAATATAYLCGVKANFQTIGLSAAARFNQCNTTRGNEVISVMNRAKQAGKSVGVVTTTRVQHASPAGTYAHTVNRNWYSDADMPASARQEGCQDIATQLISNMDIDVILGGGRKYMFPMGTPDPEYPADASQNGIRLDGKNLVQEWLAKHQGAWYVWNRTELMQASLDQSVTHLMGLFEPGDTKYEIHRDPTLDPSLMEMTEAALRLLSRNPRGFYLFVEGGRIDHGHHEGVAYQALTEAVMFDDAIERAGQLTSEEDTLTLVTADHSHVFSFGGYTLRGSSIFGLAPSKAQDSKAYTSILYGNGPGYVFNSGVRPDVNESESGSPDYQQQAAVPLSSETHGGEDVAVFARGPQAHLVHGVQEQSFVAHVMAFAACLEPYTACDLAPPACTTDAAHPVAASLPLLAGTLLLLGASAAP
mIAP block: mouse IAP inhibition; purified mouse IAP, CDP-Star luminescence, 30 min; inhibition, % at 10 µM; 330,000 compounds, 0.2% hits; AID 2806;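 active = inhibition of at least 40% at 10 µM in the primary screen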;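 also: plate controls were DMSO with enzyme for no effect and no enzyme wells for full effect; values of inactives mirror those of a sister screen read the other way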
hIAP block: human IAP inhibition; P09923; purified IAP, CDP-Star luminescence, 30 min; inhibition, % at 10 µM; 330,000 compounds, 0.12% hits; AID 2544;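 active = inhibition reaching a set limit with compound at 10 µM in the primary screen, cut at about 35% in these data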;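 also: plate controls were DMSO wells with enzyme for no effect and no-enzyme buffer wells for full effect; values of inactives mirror those of a sister screen read the other way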
The depositor's hits bear a star; · = no result given.

SMILES	TIM10 inh	mIAP act	ATG4B inhibitor	tim10-1 inh	Apaf1 inhib	NALP3 yeast inh	hIAP act	mIAP block	hIAP block
COc1ccccc1CCN=C(N)NS(=O)(=O)c1ccccc1	4	0.93	7	5	-21	-3	0.96	7	4
O=C(Nc1nccs1)c1ccc2ccccc2c1	46*	0.98	-6	-27	6	47	1.2	2	-19
O=C(Cn1cccc1C(=O)c1ccccc1)NCc1ccc(F)cc1	-4	0.96	4	4	1	-2	0.87	4	13
CCCCOc1ccc(S(=O)(=O)N2CCCCCC2)cc1	10	0.98	3	29	20	37	1	2	0
O=C(NCCCNC(=O)NC1CCCCC1)NC1CCCCC1	11	0.97	2	-4	-17	6	1.1	3	-9
Cc1c(N2C(=O)/C(=C/c3ccccc3)SC2=S)c(=O)n(-c2ccccc2)n1C	7	0.86	-13	28	6	13	0.93	14	8
CSc1cccc(NC(=S)N(CCCN2CCCC2)Cc2cccn2Cc2ccc(Cl)cc2)c1	-98	1	7	-170	22	17	0.92	-2	8
Cc1ccnc(NS(=O)(=O)c2ccc(NC(=O)CC(C)c3ccccc3)cc2)n1 (centres undefined)	6	0.96	1	-18	3	2	0.88	4	12
OCCN(Cc1ccccc1)Cc1cccc(Cl)c1Cl	6	0.93	1	-3	-3	15	0.95	7	5
COc1cc(C(=O)NC2(C(F)(F)F)NC(=O)N(CCCc3ccccc3)C2=O)cc(OC)c1OC (centres undefined)	15	1.1	-3	8	3	-2	1	-6	-4
COc1ccccc1-n1c2nc3ccccc3nc2c2c(=O)n(-c3cc(C)cc(C)c3)cnc21	25	0.86	-2	26	8	23	0.9	14	10
CSc1ccccc1C(=O)NCCSc1ccc(C)cc1	3	1.1	0	11	12	27	0.91	-6	9
CCc1ccc(N(C(=O)CNC(=O)c2cccs2)C(C(=O)NC(C)(C)C)c2cc(OC)c(OC)c(OC)c2)cc1 (centres undefined)	8	1	-8	15	6	8	1	-2	-1
C=CCn1c(Sc2ccccc2)nc2c1c(=O)[nH]c(=O)n2C	-2	0.99	-7	6	3	0	1.1	1	-14
CN(CC(=O)NCc1ccccc1)Cc1ccc(Cl)cc1	6	0.95	8	12	2	16	1	4	-4
COc1ccc(C)cc1S(=O)(=O)N(C)CC(=O)N1CCN(c2ccccc2)CC1	-7	1	-8	20	3	3	1.1	-5	-8
Nc1ccccc1C(=O)NCCCN1CCN(c2cccc(Cl)c2)CC1	13	1.1	-10	9	-13	2	0.96	-6	4
COc1ccc(N2C(=O)NC(NC(=O)c3ccncc3)(C(F)(F)F)C2=O)cc1 (centres undefined)	-4	1	11	1	-5	-10	0.89	-1	11
O=C(Nc1ccc(Oc2ccc(C(F)(F)F)cn2)c(Cl)c1)C1CC1	16	1.2	0	36	3	4	1	-20	-3
Nc1nn(S(=O)(=O)c2ccccc2)cc1-c1ccc([N+](=O)[O-])cc1	40	0.97	-20	28	18	-7	0.88	3	12

A draw from above in order of length of the SMILES, ascending.
SMILES	TIM10 inh	mIAP act	ATG4B inhibitor	tim10-1 inh	Apaf1 inhib	NALP3 yeast inh	hIAP act	mIAP block	hIAP block
O=C(Nc1nccs1)c1ccc2ccccc2c1	46*	0.98	-6	-27	6	47	1.2	2	-19
O=C(NCCCNC(=O)NC1CCCCC1)NC1CCCCC1	11	0.97	2	-4	-17	6	1.1	3	-9
Nc1ccccc1C(=O)NCCCN1CCN(c2cccc(Cl)c2)CC1	13	1.1	-10	9	-13	2	0.96	-6	4
O=C(Nc1ccc(Oc2ccc(C(F)(F)F)cn2)c(Cl)c1)C1CC1	16	1.2	0	36	3	4	1	-20	-3
Cc1ccnc(NS(=O)(=O)c2ccc(NC(=O)CC(C)c3ccccc3)cc2)n1 (centres undefined)	6	0.96	1	-18	3	2	0.88	4	12
COc1ccc(N2C(=O)NC(NC(=O)c3ccncc3)(C(F)(F)F)C2=O)cc1 (centres undefined)	-4	1	11	1	-5	-10	0.89	-1	11
CSc1cccc(NC(=S)N(CCCN2CCCC2)Cc2cccn2Cc2ccc(Cl)cc2)c1	-98	1	7	-170	22	17	0.92	-2	8
Cc1c(N2C(=O)/C(=C/c3ccccc3)SC2=S)c(=O)n(-c2ccccc2)n1C	7	0.86	-13	28	6	13	0.93	14	8
CCc1ccc(N(C(=O)CNC(=O)c2cccs2)C(C(=O)NC(C)(C)C)c2cc(OC)c(OC)c(OC)c2)cc1 (centres undefined)	8	1	-8	15	6	8	1	-2	-1

Later entries.
SMILES	TIM10 inh	mIAP act	ATG4B inhibitor	tim10-1 inh	Apaf1 inhib	NALP3 yeast inh	hIAP act	mIAP block	hIAP block
CN1CCN(C(=O)CCN2C(=O)/C(=C/c3ccc(F)cc3)SC2=S)CC1	3	1	-2	30	11	2	1.3	-2	-31
Cc1nn(C)c(C(=O)N2CCN(C(=O)c3ccco3)CC2)c1Br	9	1	-2	29	-1	13	0.96	-2	4
CCN(CC)P(=O)(Nc1cccc(C(F)(F)F)c1)c1ccc(N(C)C)cc1NC(=O)c1ccco1 (centres undefined)	11	1.2	8	20	24	5	0.93	-21	7
CSc1nnc(NC(=O)CCc2ccccc2)s1	13	0.96	11	10	-13	12	1	4	0
CCS(=O)(=O)N1CCN(c2nc(-c3ccccc3)cs2)CC1	6	0.87	-2	9	-5	7	0.97	13	3
O=C(CNS(=O)(=O)c1ccccc1)OCC(=O)c1ccc([N+](=O)[O-])cc1	-5	0.95	5	13	-2	-1	0.9	5	10
Cc1ccsc1C(C(=O)NC(C)(C)C)N(C(=O)c1csnn1)c1ccccc1 (centres undefined)	17	1	-11	12	-12	22	0.98	-4	2
CSc1ccc(S(=O)(=O)NC2CCCCCC2)cc1	22	1.1	-5	10	-4	27	1.1	-12	-8
COC(=O)CSc1nnc(-c2ccco2)n1-c1ccc(C)cc1	28	1	3	15	-7	7	0.94	-2	6
CCCCc1nn(-c2cc(Cl)ccc2OC)c2c1C(=O)CCC2	8	0.94	-6	31	11	10	0.9	6	10
Nc1nnnn1/N=C/c1ccco1	-7	0.94	3	13	-5	12	1	6	-4
Cc1ccc(C)c(S(=O)(=O)NNC(=O)c2sc(NS(=O)(=O)c3ccccc3)nc2C)c1	-1	1	-8	1	1	-6	0.97	-3	3
Cc1ccc(-n2nnnc2SCC(=O)NNC(=O)c2ccc([N+](=O)[O-])cc2)cc1	2	0.98	-1	1	6	14	1.5	2	-46
COc1ccc(CCNC(=O)C(=O)NCC2OCCCN2S(=O)(=O)c2cc(C)ccc2C)cc1 (centres undefined)	10	0.98	-6	4	9	13	1.1	2	-5
CCOC(=O)N1CCN(c2nc3ccc(C)cc3n3cnnc23)CC1	-9	1	0	16	2	15	1.1	-3	-9
CCn1c2ccccc2c2nnc(SCC(=O)NC(CC(C)C)C(=O)OC)nc21 (centres undefined)	3	0.94	-8	14	-6	4	1	6	-4
CN(C1CCCCC1)S(=O)(=O)CCNC(=O)c1ccccc1	-8	0.98	-4	2	3	5	1.1	2	-15
O=C(CNC(=O)c1cccs1)NCC(=O)OCc1ccccc1Cl	-12	1	-6	4	-15	9	0.88	-4	12
CCOC(=O)c1[nH]c2ccccc2c1NC(=O)C(C)(C)C	2	0.95	-4	19	-1	6	1	4	-2
O=C(NNS(=O)(=O)c1cccc(Cl)c1Cl)c1cccc(S(=O)(=O)N2CCOCC2)c1	0	1.1	0	4	2	17	0.96	-7	4
CSc1ccccc1NC(=O)c1cnc2n(c1=O)CCS2	2	1.1	6	19	0	18	0.8	-12	20
Cc1cccc(C)c1Nc1nnc(SCc2cc([N+](=O)[O-])cc3c2OCOC3)s1	40	0.87	19	23	20	18	0.91	13	9
NS(=O)(=O)c1ccc(NC(=O)c2ccc(S(=O)(=O)N3CCOCC3)o2)cc1	16	0.96	-2	7	-8	-9	1.2	4	-16
O=C(Nc1cccc(-c2ccc(F)cc2)c1)C1CCCN(Cc2cccnc2)C1 (centres undefined)	7	1.2	-4	32	18	12	1.3	-16	-31
CCOc1ccc(NC(=O)c2ccc(CSc3nnc(C)s3)cc2)cc1	5	0.94	-16	19	-8	12	0.93	6	7
CCCCc1cc(=O)oc2cc(C)cc(OCC(=O)NC(Cc3ccc(Cl)cc3)C(=O)O)c12 (centres undefined)	-2	0.86	-27	4	0	8	0.89	14	12
CCC(=O)NC(=S)Nc1ccc(-c2nc3ccc(C)cc3s2)cc1	-28	1.1	3	-20	4	11	0.93	-7	7
COC(=O)C1=C(C)N(C)C(=O)NC1c1cc2c(cc1[N+](=O)[O-])OCO2 (centres undefined)	-1	0.83	-5	2	19	13	0.99	17	1
Cc1cccc(CC(=O)Nc2ccc(C(=O)N3CCCCC3)cc2)c1	0	1.1	0	1	17	13	0.92	-6	8
CCCCS/C(N)=N/N=C/c1cc(C)ccc1O	29	0.96	6	-2	27	25	1.2	4	-22
CC(C)Nc1nc(NC(C)C)nc(N(C)C(N)=O)n1	8	0.95	-6	14	-4	7	0.94	5	6
Cc1cccc(OCC(=O)NC(C)C(=O)N/N=C/c2c(OCc3ccccc3)ccc3ccccc23)c1 (centres undefined)	12	1.1	16	14	12	20	1.1	-12	-11
Cc1nn(C(C)C)c(C)c1CN1CCN(Cc2ccsc2)C(CCO)C1 (centres undefined)	3	0.97	0	4	-19	2	0.81	3	19
C=CCN1CCc2c(cc(O)c(O)c2Cl)C(c2ccccc2)C1 (centres undefined)	13	1.1	-1	28	6	-4	1.2	-7	-22
C[C@H](CO)N1C[C@H](C)[C@@H](CN(C)C)Oc2c(NC(=O)CCCCCC(=O)Nc3ccccc3N)cccc2C1=O	-1	0.96	1	4	6	14	0.94	4	6
COc1cccc(N2CCN(C(=O)c3ccccc3SCC(=O)NCc3ccco3)CC2)c1	8	0.98	0	9	-2	0	1	2	0
C=CCNC(=O)C1CC(=O)N(c2ccc(OCC(=O)Nc3ccc(C)cc3)cc2)C1 (centres undefined)	5	1.1	0	22	1	-5	1.1	-8	-14
COc1ccc(-c2cn3c(C)c(C(=O)N4CCN(c5ccc(F)cc5)CC4)sc3n2)cc1	6	0.94	-6	8	1	1	0.81	6	18
COc1cc(CNC(=O)CCCC/C=C\C(C)C)ccc1O	-2	1.1	·	4	5	31	0.92	-8	8
O=C(CSc1nnc(-c2cc3ccccc3cc2O)n1Cc1ccco1)N1CCc2ccccc2C1	20	0.98	41*	21	26	4	1.2	2	-22
O=C1CC(c2ccc(F)cc2)Sc2nc(-c3ccccc3)c(-c3ccccc3)n21 (centres undefined)	-8	1	3	15	11	-40	0.93	-5	8
Cc1cc(C)c(CN2CCN(C(=O)Cn3cnc4c(OCc5ccccc5)ncnc43)CC2)c(C)c1	-8	1	·	-16	23	12	1.2	-2	-21
CC(=O)N1CCc2cc(S(=O)(=O)N3CCCCCC3)ccc21	10	1	3	-1	3	11	0.82	-2	18
COc1ccc(C(CCN2CCCCC2)c2c(OC)cc(OC)c3c(-c4ccccc4)cc(=O)oc23)cc1 (centres undefined)	4	0.88	22	4	55*	20	1.1	12	-6
Cc1sc(NC(=O)c2ccc(Br)s2)c(C(N)=O)c1C	18	0.94	21	10	10	49	0.86	6	14
CCC(C)(C)NC(=O)C(c1ccc(OC)cc1)N(C(=O)CCC(=O)Nc1cc(C)on1)C1CC1 (centres undefined)	-5	0.99	3	22	3	-5	1.1	1	-14
CC(C)CCNC(=O)C(=O)Nc1ccccc1	-16	1	4	-13	7	17	1	0	-2
CN(CC1CCCCO1)C(=O)c1cc(COc2ccc(F)cc2Cl)on1 (centres undefined)	-6	0.98	24	24	4	26	1.1	2	-13

Screening data from PubChem.
